CDK5 p35 inh – CDK5/p35 (human) kinase inhibition; Q00535+Q15078; Recombinant CDK5/p35, ADP-Glo luminescence, 60 min; inhibition, % at 10 µM; hit rate 0.01% among 330,000; AID 488839;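 active means highest replicate inhibition of at least 50% and at least 75% of replicates reaching 50%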;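 further: plate controls were DMSO neutral control for no effect and GW8510 at 10 µM for full effect; many of its hits are not listed in these tables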
CAL PDZ FP-1 – blocks peptide binding to the human CAL PDZ domain | inhibition, % at 24.9 µM | hit rate 0.92% among 300,000 | AID 602252 | purified CAL PDZ, TMR-peptide fluorescence polarization, 1 h | Q9HD26;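 active means mean inhibition of at least 30% with at least half of replicates also reaching 30%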;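 further: 0% = DMSO neutral control and 100% = excess unlabeled competitor peptide PRC23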
RTF Ca sens act – cardiac RTF calcium sensitization | P19429+P45379 | IANBD-labeled TnC RTF fluorescence at EC20 calcium; 0% EC20 calcium, 100% full calcium | activation, % at 7.2 µM | hit rate 0.24% among 340,000 | AID 493008;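 active means activation above the mean over all tested compounds plus 3 SD, cut at about 30% in these data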;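 further: rise in fluorescence read as greater calcium sensitivity of cardiac thin filaments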
V-ATPase pH – regulators of yeast V-ATPase proton transport; S. cerevisiae, pHLuorin cytosolic pH fluorescence; response, % at 10 µM; hit rate 0.37% among 350,000; in the data active means response mostly above about 7.3%, no sharp cut-off; inactive means mostly below about 5.4%; further: actives read high; inactives centre near 0; some compounds called inactive have numbers as strong as hits
Wnt bcat act – Wnt/beta-catenin pathway activation; Wnt/beta-catenin reporter cell assay, activator, plate reader; activation, % at 9.35 µM; hit rate 1.2% among 300,000; AID 743398; in the data active means activation above about 30%, passing the limit was not always enough;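 further: 0% = neutral control wells and 100% = positive control wells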
MITF act – increases MITF-driven TRPM1 promoter luciferase signal; SK-MEL-5 TRPM1-promoter luciferase, 24 h; % of positive control, neutral wells = 0; activation, % at 12.5 µM; hit rate 0.75% among 300,000;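 active means mean activation of at least 80% with every replicate also reaching 80%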;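 further: 0% = neutral control wells and 100% = parthenolide positive control wells; values of inactives mirror those of a sister screen read the other way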
Rtt109 HAT inh – blocks Candida albicans Rtt109/Vps75 acetyltransferase activity | Q5AAJ8 | purified Rtt109/Vps75, ThioGlo CoA-SH fluorescence, 4 h | inhibition, % at 34.9 µM | hit rate 0.16% among 330,000;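 active means inhibition of at least 50% in every replicate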
Target sequence (Q5AAJ8 whole entry, looked up): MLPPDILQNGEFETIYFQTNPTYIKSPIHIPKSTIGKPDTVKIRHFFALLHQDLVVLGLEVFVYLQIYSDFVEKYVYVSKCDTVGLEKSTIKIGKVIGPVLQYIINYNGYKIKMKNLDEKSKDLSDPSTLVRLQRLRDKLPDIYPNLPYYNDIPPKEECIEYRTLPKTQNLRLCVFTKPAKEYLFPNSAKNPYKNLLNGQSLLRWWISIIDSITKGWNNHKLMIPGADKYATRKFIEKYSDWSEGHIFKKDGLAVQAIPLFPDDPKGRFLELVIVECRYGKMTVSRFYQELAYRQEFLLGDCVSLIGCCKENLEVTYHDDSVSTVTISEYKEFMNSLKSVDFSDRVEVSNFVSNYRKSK
CAL PDZ FP-2 – blocks peptide binding to human CAL PDZ domain. purified CAL PDZ, TMR-peptide fluorescence polarization, 1 h. inhibition, % at 20 µM. hit rate 0.02% among 330,000. AID 504414;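 active means highest replicate inhibition of at least 40%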;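 further: plate controls were DMSO neutral control wells for no effect and unlabeled competitor peptide control wells for full effect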
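Read-out basis: mP drop reported as inhibition | Assay system: Tagged CAL PDZ protein CerCALP, purified | Benchmarks: Unlabelled peptide for full inhibition, DMSO wells as neutral | Schedule: 1 h incubation at room temperature before polarization reading | Buffer or medium: Sodium phosphate/NaCl buffer pH 7.4 with TCEP, IgG, Thesit | Doses: Single point, 20 µM | Measured by: Fluorescence polarization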
Tat transport – blocks Tat-dependent protein export in E. coli; E. coli MC4100 TorA-mCherry Tat export, fluorescence; inhibition, % at 10 µM; hit rate 0.036% among 340,000; AID 488895;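 active means mean replicate inhibition at least 50% and at least half of replicates individually reaching 50%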;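 further: exported cargo escapes ClpAP degradation while cytoplasmic cargo is degraded and loses fluorescence; 0% = median of neutral control wells and 100% = median of NaSCN control wells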
dFosB act – mouse delta FosB homodimer activation; P13346; purified delta FosB, TAMRA-CDK5 oligo fluorescence polarization; percent of positive-control signal above neutral wells; activation, % at 25 µM; hit rate 0.99% among 340,000;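 active means mean activation above about 17%, with every replicate also reaching it, limit read from the data, passing the limit was not always enough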;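 further: fluorescence polarization rise as delta FosB binds a TAMRA Cdk5 AP-1 oligo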
Target sequence (P13346 whole entry, looked up): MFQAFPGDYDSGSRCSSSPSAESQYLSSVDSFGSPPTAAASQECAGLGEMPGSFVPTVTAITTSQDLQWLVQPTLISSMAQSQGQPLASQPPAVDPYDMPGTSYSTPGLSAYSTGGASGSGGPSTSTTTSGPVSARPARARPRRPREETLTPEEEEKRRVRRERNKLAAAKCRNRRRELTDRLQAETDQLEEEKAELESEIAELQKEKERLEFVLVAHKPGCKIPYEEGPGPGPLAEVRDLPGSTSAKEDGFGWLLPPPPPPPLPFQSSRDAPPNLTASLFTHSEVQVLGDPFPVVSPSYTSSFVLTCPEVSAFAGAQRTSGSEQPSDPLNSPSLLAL
Starred values were filed as active, the others as inactive; . = no result given.

SMILES	CDK5 p35 inh	CAL PDZ FP-1	RTF Ca sens act	V-ATPase pH	Wnt bcat act	MITF act	Rtt109 HAT inh	CAL PDZ FP-2	Tat transport	dFosB act
O=C1OCCC1Sc1nnc(-c2ccc(F)cc2)n1Cc1ccccc1 (stereo unspecified)	-0.7	-5	-3	-1	.	-2	0	0.6	2	1
COC(=O)c1cc(S(=O)(=O)NCCCN2CCCC2=O)cn1C	.	-2	0	2	9	23	-4	-1.2	-3	-3
COc1ccc2cc(/C=N/NC(=O)c3ccc(CN(c4ccc(C)c(C)c4)S(C)(=O)=O)cc3)c(Cl)nc2c1	1.3	-3	5	-1	-4	-2	-9	-1.5	-2	10
Cc1ccc(OCC(=O)N2CCN(c3nnc(-c4ccccc4)c4ccccc34)CC2)cc1	-4.5	-1	-4	1	-5	.	-5	-1.4	10	-17
O=C(COC(=O)c1ccc(OC(F)F)cc1)NCc1cccs1	2.2	-2	0	-4	-3	7	-1	-0.4	9	-2
Cc1ccc(Cn2c(=O)c3ccccc3n3c(CCC(=O)O)nnc23)cc1	-0.6	.	3	-1	-2	.	-5	-0.6	-7	-7
O=C(CC1CCCC1)N1CCN(S(=O)(=O)c2ccc(F)cc2)CC1	-0.6	.	-3	1	1	4	7	0.0	9	-8
COc1ccccc1C(=O)NCCC(=O)N(C)Cc1cccnc1	-1.0	-4	4	-5	-1	2	-7	0.2	-5	4
Cn1c(=O)c(C(=O)NCCc2ccccc2)c(O)c2ccccc21	1.5	1	-4	-1	3	.	-13	-2.0	-5	-21
O=C(COC(=O)c1ccc[nH]c1=O)NCCC1=CCCCC1	-0.8	-3	-1	-5	5	-4	3	-1.0	-5	-2
CN1CC(=O)N(CC(=O)NCCc2ccc(F)cc2)c2ccccc2C1=O	0.7	-4	0	3	-2	4	5	0.2	-6	-3
CC(C)CN(C(=O)COC(=O)/C=C/c1ccc(Cl)c(Cl)c1)c1c(N)n(Cc2ccccc2)c(=O)[nH]c1=O	0.1	-9	-1	1	-2	-99	.	-1.1	-3	-2
COc1ccc(-n2c(SCC(=O)Nc3cc(C)on3)nc3c(c2=O)SCC3)cc1OC	-1.2	1	2	-2	0	-2	1	-2.8	2	1
COc1ccc(NC(=O)c2ccc3[nH]c(=O)c(=O)[nH]c3c2)c(OC)c1	.	-4	1	2	-2	2	2	-1.5	-5	0
CC1(C)S[C@@H]2[C@H](NC(=O)COc3ccccc3)C(=O)N2C1C(=O)OCC1CCCCC1 (stereo partly specified)	0.5	1	1	7	-1	1	-2	-0.7	8	-7
NC(=O)C1=C[C@H](c2ccccc2)C[C@H](OCc2ccc(CO)cc2)O1	1.3	0	-7	1	11	37	-2	0.4	-8	0
COc1ccc(C2Nc3ccccc3C(=O)N2Cc2ccccc2)cc1Cn1nnc2ccccc21 (stereo unspecified)	0.2	-3	-6	2	-5	2	23	-2.9	0	-7
O=[N+]([O-])c1ccc(N2CCN(Cc3cccc([N+](=O)[O-])c3)CC2)cc1	-0.9	-3	-13	-7	-3	-5	2	-2.2	9	-9
O=C1CSC(c2cccnc2)N1C1CCCCC1 (stereo unspecified)	3.2	-1	0	-1	-7	2	4	-1.5	1	4
O=C(CC1CCCCC1)NCc1ccc(F)cc1	1.5	-20	7	4	-3	7	-3	1.1	2	5

The final 4 compounds of the section above open the next one.
SMILES	CDK5 p35 inh	CAL PDZ FP-1	RTF Ca sens act	V-ATPase pH	Wnt bcat act	MITF act	Rtt109 HAT inh	CAL PDZ FP-2	Tat transport	dFosB act
COc1ccc(C2Nc3ccccc3C(=O)N2Cc2ccccc2)cc1Cn1nnc2ccccc21 (stereo unspecified)	0.2	-3	-6	2	-5	2	23	-2.9	0	-7
O=[N+]([O-])c1ccc(N2CCN(Cc3cccc([N+](=O)[O-])c3)CC2)cc1	-0.9	-3	-13	-7	-3	-5	2	-2.2	9	-9
O=C1CSC(c2cccnc2)N1C1CCCCC1 (stereo unspecified)	3.2	-1	0	-1	-7	2	4	-1.5	1	4
O=C(CC1CCCCC1)NCc1ccc(F)cc1	1.5	-20	7	4	-3	7	-3	1.1	2	5
N/C(Cc1cccc2ccccc12)=N\OC(=O)c1ccc2c(c1)OCO2	-1.4	4	3	-1	-5	-22	-9	-0.1	-4	-2
CC1Sc2ccc(S(=O)(=O)N3CCC(C(=O)NCc4ccc(Cl)cc4)CC3)cc2NC1=O (stereo unspecified)	-1.5	1	2	-1	-3	-4	5	-2.9	5	4
CCc1cc2c(NC3CCCC3)ncnc2s1	2.9	-5	3	5	-1	-14	9	-1.2	-7	-4
O=C(CCCN1C(=O)/C(=C/c2ccccc2Cl)SC1=S)NCCCN1CCOCC1	-2.2	-5	-4	0	-3	-19	9	-3.6	-3	-4
CCCCNC(=O)CSc1ccc(S(=O)(=O)N2CCOCC2)cn1	0.4	-1	-5	-1	-2	8	-3	-2.1	1	0
COc1ccc(-c2cc(C(=O)Nc3cc(Cl)ccc3OC)no2)cc1	-2.0	-3	-1	2	-1	-17	-5	-1.1	-1	-1
CCOc1ccc(N(CC(=O)N2CCOCC2)S(=O)(=O)c2ccc(Cl)cc2)cc1	-1.1	-1	2	-1	-4	-7	2	-0.4	1	-5
CCOc1ccc(S(=O)(=O)N(C)c2ccc(OCC(=O)NCc3ccco3)cc2)cc1	1.7	-1	8	9	.	11	9	-0.6	-6	-12
CN1CCN(c2ccc(Cl)cc2NC(=O)c2ccc(S(=O)(=O)N(C)C)cc2)CC1	-0.1	.	-5	1	-7	.	-4	-1.7	6	-11
N#CC1=C(S)N(c2ccccc2)C(c2ccco2)NC1=O (stereo unspecified)	-1.9	-3	-2	0	1	-2	-4	-0.6	10	-1
COc1ccc(OC)c(C(=O)CC2OC(=O)c3ccccc32)c1 (stereo unspecified)	1.7	-9	-1	2	-6	-10	-3	-0.6	6	4
C/C(=C\c1ccc2c(c1)OCO2)C(=O)c1c(C)cc(C)[nH]c1=O	0.7	0	14	-1	1	0	6	-1.5	27	-8
Cc1ccc(NC(=O)c2c(Cl)n(C)c3ccccc23)cc1	-0.1	-4	-2	6	.	4	17	-1.3	3	-8
N=C(N)SCc1cn2ccccc2n1	1.1	-4	4	-3	.	7	-15	1.2	-5	-4
CC(C)(Nc1ccccc1)C(=O)c1ccccc1	0.3	.	-2	0	1	3	-5	0.0	-6	4
Cc1cccc2c(N)c3c(nc12)CCCC3 (tested in a mixture with another compound)	-0.7	-6	3	0	1	-4	6	-3.0	-4	-5
Cc1cc(C)cc(OCC(=O)N2CCCCCC2)c1	-0.1	.	-3	-3	.	-5	-7	-3.0	-2	0
Cc1cc(S(=O)(=O)N2CCN(c3ccc(F)cc3)CC2)ccc1-n1cnnn1	-0.3	0	2	1	-2	10	-1	-2.9	-6	-9
CC(=O)Nc1ccc(S(=O)(=O)NNC(=O)c2sc(=S)n(C)c2C)cc1	-1.4	.	2	-5	1	-7	18	0.7	1	-5
COc1ccc(/C=C(\C#N)C(=O)OCC(=O)NCc2ccccc2)cc1	-1.3	-4	2	-1	.	-7	-9	-0.3	-4	1
CC(=O)/C=C\c1ccc(OC(=O)c2cccnc2)cc1	0.3	-2	-7	-2	-1	6	9	.	7	3
Cc1cc(/C=C2/C(=N)N3C(c4ccccc4)=CSC3=NC2=O)c(C)n1-c1ccc(Cl)cc1	-1.9	-5	3	-2	2	2	-1	-1.7	-1	-1
Cc1ccc(-c2nn(-c3ccccc3)cc2/C=N/NC(=O)c2ccc(Br)o2)cc1	-0.1	-2	8	-3	.	56	-6	-0.4	-6	-14
O=C1NCCc2c1[nH]c1ccc([N+](=O)[O-])cc21	-2.5	0	-2	3	-3	-4	8	-2.6	4	-6
CC(C)(C)c1ccc(C(=O)NC(CC(=O)O)c2ccc(OC3CCCC3)cc2)cc1 (stereo unspecified)	0.3	-4	-6	0	0	-3	5	-0.5	2	-8
CCOc1ccc(-c2c(C(=O)N/N=C/c3ccncc3)nnn2-c2nonc2N)cc1	.	-6	0	-1	-1	-11	-2	-3.5	-6	-15
COc1ccc(S(=O)(=O)N2CCC(C(N)=O)CC2)c2ccccc12	-4.4	-5	3	4	2	-2	3	-0.7	4	-2
CC1CCN(C(=O)/C=C/c2ccc(C(C)(C)C)cc2)CC1	0.2	-1	0	5	5	27	35	-2.2	3	-6
Cc1ccccc1NS(=O)(=O)c1ccc(Cl)cc1	-1.2	-5	1	-1	13	0	15	-0.7	-1	-3
CN(Cc1ccccc1)C(=S)Nc1cccnc1	0.8	1	1	-1	-2	-9	-8	-0.2	-2	-2
COCc1nnc(NS(=O)(=O)c2c(C)cc(C)cc2C)s1	-4.6	35*	0	-2	-4	0	-4	.	3	-1
Cc1ccc(C)c2[nH]c(=O)c(CN(Cc3ccco3)C(=O)Nc3ccccc3)cc12	-0.2	0	6	-1	-1	-2	12	-0.9	10	5
CC(=C1C2C=CC1C1C(=O)NC(=O)C21)c1ccccc1 (stereo unspecified)	-1.1	-1	-5	1	.	3	2	-0.5	4	-1

One compound at a time, as listed above:
COc1ccc(S(=O)(=O)N2CCC(C(N)=O)CC2)c2ccccc12 across the screens: CDK5 p35 inh: -4.4; CAL PDZ FP-1: -5; RTF Ca sens act: 3; V-ATPase pH: 4; Wnt bcat act: 2; MITF act: -2; Rtt109 HAT inh: 3; CAL PDZ FP-2: -0.7; Tat transport: 4; dFosB act: -2
CN(Cc1ccccc1)C(=S)Nc1cccnc1 across the screens: CDK5 p35 inh: 0.8; CAL PDZ FP-1: 1; RTF Ca sens act: 1; V-ATPase pH: -1; Wnt bcat act: -2; MITF act: -9; Rtt109 HAT inh: -8; CAL PDZ FP-2: -0.2; Tat transport: -2; dFosB act: -2
Cc1ccc(-c2nn(-c3ccccc3)cc2/C=N/NC(=O)c2ccc(Br)o2)cc1 across the screens: CDK5 p35 inh: -0.1; CAL PDZ FP-1: -2; RTF Ca sens act: 8; V-ATPase pH: -3; Wnt bcat act: .; MITF act: 56; Rtt109 HAT inh: -6; CAL PDZ FP-2: -0.4; Tat transport: -6; dFosB act: -14

High-throughput results as filed in PubChem.
